TDP1 block: qHTS Assay for Inhibitors of Tyrosyl-DNA Phosphodiesterase (TDP1); Tyrosyl-DNA phosphodiesterase 1 (Homo sapiens), Q9NUW8; hit rate 0.28% among 350,000; recombinant TDP1, AlphaScreen DNA substrate cleavage; Potency, µM (titrated, usually from 130 µM), for the others: at the top dose activity change, negative = inhibition, usual class: inhibitors; note: nearly all actives have a fitted effect of over 40% in size
Target sequence (Q9NUW8 whole entry, looked up): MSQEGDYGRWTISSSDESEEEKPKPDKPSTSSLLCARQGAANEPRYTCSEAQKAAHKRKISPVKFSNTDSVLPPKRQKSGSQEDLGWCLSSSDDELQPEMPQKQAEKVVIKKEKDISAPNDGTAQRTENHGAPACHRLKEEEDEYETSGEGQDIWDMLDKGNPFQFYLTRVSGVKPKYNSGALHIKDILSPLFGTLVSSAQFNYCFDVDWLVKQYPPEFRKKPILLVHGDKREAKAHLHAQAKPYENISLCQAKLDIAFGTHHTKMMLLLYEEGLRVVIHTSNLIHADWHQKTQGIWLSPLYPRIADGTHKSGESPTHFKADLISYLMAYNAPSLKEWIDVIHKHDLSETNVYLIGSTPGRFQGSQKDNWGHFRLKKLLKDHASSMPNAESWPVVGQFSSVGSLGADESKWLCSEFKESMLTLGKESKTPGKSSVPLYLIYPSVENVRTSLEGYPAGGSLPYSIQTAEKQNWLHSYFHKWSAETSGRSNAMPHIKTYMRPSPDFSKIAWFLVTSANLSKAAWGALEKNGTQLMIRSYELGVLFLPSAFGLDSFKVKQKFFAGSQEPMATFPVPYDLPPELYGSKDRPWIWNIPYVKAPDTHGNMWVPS
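Tdp1 1 nM final; 15 min RT w/ cpd; substrate 15 nM, 5 min; beads 10 ug/ml, 10 min; AlphaScreen read. Neg ctrl: no enzyme.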
TDP1 cell noCPT: qHTS for Inhibitors of human tyrosyl-DNA phosphodiesterase 1 (TDP1): qHTS in cells in absence of CPT; DT40 Tdp1-/- hTDP1 cells, no CPT, ATP luminescence, 48 h; Potency, µM (highest dose often 46.2 µM), inactives show at the top dose activity change, negative = growth inhibition, usual class: inhibitors; hit rate 15% among 420,000; note: nearly all actives have a fitted effect of over 55% in size
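Readout: luminescence from CellTiter-Glo after 30 min in the dark at RT. Cells: DT40 Tdp1-/- with stable hTDP1, 400/well. Exposure: compounds alone, ≥48 hr, 37 °C.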
TDP1 cell CPT: qHTS for Inhibitors of human tyrosyl-DNA phosphodiesterase 1 (TDP1): qHTS in cells in presence of CPT | Potency, µM (titrated, usually from 46.2 µM), for the others: at the top dose activity change, negative = growth inhibition, actives largely listed as inhibitors | chicken DT40 Tdp1-/-;hTDP1 cells + 20 nM CPT, ATP luminescence, 48 h | hit rate 12% among 420,000; note: nearly all actives have a fitted effect of over 55% in size
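Chicken DT40 Tdp1-/- cells stably complemented with human TDP1 were seeded at 400 cells/well in medium containing 20 nM camptothecin, exposed to pin-transferred compounds, and grown at 37 °C for at least 48 hr. Viability was read as ATP luminescence.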
* hit, by the source's call; u = inconclusive; x = not tested or not shown; & = joins results of further samples. Calls come from the whole dose curve; as a rule, active = well fitted curve in the direction sought with a large enough effect; inconclusive = small, poorly fitted or top-dose-only effect, or another doubt; inactive = no such curve, though single readings can be large; an effect the other way counts as inactive or inconclusive. % is set by controls: 0 for no effect and ±100 for the full control effect; potency is the fitted concentration of half-maximal effect. No enrichment for hits; 18% or so of the library scored in one or more.

The first five compounds as a preview:
Results follow in this order: TDP1 cell noCPT	TDP1 cell CPT	TDP1 block
O=C(Cn1cc([N+](=O)[O-])cn1)Nc1ccn(Cc2c(F)c(F)cc(F)c2F)n1
  -9%	-7%	2%
O=C(COC(=O)CCC(=O)c1ccc(F)cc1)NCc1ccc(Cl)cc1
  -28%	-17%	-1%
COc1cc2c(cc1OC)CN(C(=O)c1nn(Cc3ccccc3)c(=O)c3ccccc13)CC2
  16µM*	u	5%
CCOc1ccc(/C=C2\SC(=O)N(CCNC(=O)C3COc4ccccc4O3)C2=O)cc1OC (stereo not given)
  9.2µM*	12µM*	2%
COc1ccc(-c2[nH]nc3c2C(c2ccsc2)C(C#N)=C(N)O3)cc1 (stereo not given)
  -12%	u	4%

All compounds of this part (from the top)
Results follow in this order: TDP1 cell noCPT	TDP1 cell CPT	TDP1 block
O=C(Cn1cc([N+](=O)[O-])cn1)Nc1ccn(Cc2c(F)c(F)cc(F)c2F)n1
  -9%	-7%	2%
O=C(COC(=O)CCC(=O)c1ccc(F)cc1)NCc1ccc(Cl)cc1
  -28%	-17%	-1%
COc1cc2c(cc1OC)CN(C(=O)c1nn(Cc3ccccc3)c(=O)c3ccccc13)CC2
  16µM*	u	5%
CCOc1ccc(/C=C2\SC(=O)N(CCNC(=O)C3COc4ccccc4O3)C2=O)cc1OC (stereo not given)
  9.2µM*	12µM*	2%
COc1ccc(-c2[nH]nc3c2C(c2ccsc2)C(C#N)=C(N)O3)cc1 (stereo not given)
  -12%	u	4%
Cc1[nH]oc(=O)c1N=Nc1ccccc1
  u	-23%	5%
O=C(O)c1ccc(-n2cccc2/C=C2/NC(=O)N(c3cccc(Cl)c3)C2=O)cc1
  -25%	-20%	1.6µM*
COc1ccc(OC)c(NC(=O)C2CCCN2C(=O)C2CCC(C)CC2)c1 (stereo not given)
  13µM*	u	4%
Cc1nc(C(F)(F)F)ccc1C(=O)N1CCCC(C)(C(=O)O)C1 (stereo not given)
  -10%	-2%	x
COc1ccc(S(=O)(=O)O)cc1P(=O)(c1ccccc1)c1ccccc1
  13%	17%	x
Cn1c(=O)[nH]c(=O)c2c1nc(N1CCOCC1)n2CCCSc1ncccn1
  -12%	-24%	4%
CCC(=O)Oc1c(Sc2ccc(Cl)cc2)c(C)nn1C(C)(C)C
  -29%	u	6%
O=C(Nc1cccc(NC(=O)c2ccc(Cl)cc2Cl)c1)c1cccnc1
  u	u	x
COc1ccc(CNC(=O)COc2cc(=O)n(C)c3ccccc23)cc1
  -5%	6%	2%
CCN1CCN(c2c(C=O)c(Cl)nc3ccc(OC)cc23)CC1
  u	u	x
COC(=O)C1=C(C)N(Cc2ccccc2)C(=S)N[C@H]1c1cccc(F)c1
  -16%	u	x
COc1ccc(/C=C2/N=C(SC)NC2=O)cc1OC
  -21%	1%	-3%
Cc1ccc(NC(=O)COc2cccnc2[N+](=O)[O-])cc1S(=O)(=O)N1CCOCC1
  u	2%	0%
CC1CCCN(C(=O)CSc2nnc(-c3c[nH]c4ccccc34)o2)C1 (stereo not given)
  u	u	-1%
O=C(c1ccccc1Br)N1N=C(c2ccccc2)CC1c1ccccc1F (stereo not given)
  u	u	x
COc1cccc(NC(=O)CSc2nnc(CNC(=O)c3ccco3)n2C)c1
  -3%	13%	x
FC(F)(F)c1cccc(NC(=S)NCc2ccccc2)c1
  23µM*	21µM*	4%
Cc1ccc(NC(=O)C(SCC(=O)O)c2ccccc2)cc1C (stereo not given)
  9%	-2%	-3%
CSc1ccccc1-c1nnc(-c2ccc(Cl)cc2Cl)o1
  u	-25%	-4%
Cc1nn(-c2ccccc2)c(C)c1NC(=O)COC(=O)c1ccc(Cl)c(N)c1
  -2%	-4%	x
Cc1cc(C)c(NC(=O)C2CCCN2CCOC(=O)c2cccc([N+](=O)[O-])c2)c(C)c1 (stereo not given)
  u	u	3%
Nc1cc(C(=O)O)c(N)c2c1C(=O)c1ccccc1C2=O
  u	16µM*	2%
Cc1nc2c3cc(Cl)ccc3n(CCN3CCOCC3)c2s1
  15µM*	u	4%
CN(C)C(=O)c1ccc(NC(=O)c2cccc(S(=O)(=O)N3CCCc4ccccc43)c2)cc1
  16µM*	23µM*	x
Cc1ccc(S(=O)(=O)/C(C#N)=C/c2c(N3CCC(C(N)=O)CC3)nc3ccccn3c2=O)cc1
  -27%	11%	4%
O=C(NNC1=NCCC1)C1CC1
  14%	-3%	-5%
CCOc1ccc(NC(=O)CSc2nnc(C34CC5CC(CC(C5)C3)C4)n2C)cc1
  -30%	u	6%
O=C(NCc1c(Cl)cccc1Cl)c1[nH]c(C(F)(F)F)nc1-c1ccccc1
  -14%	1%	x
COC(=O)c1ccc[n+](CC(=O)c2ccc(Br)cc2)c1
  10%	-15%	4%
COc1ccc(C(=O)NCCc2c[nH]c3ccccc23)cc1S(=O)(=O)N1CCOCC1
  u	1%	2%
COc1ccc(CC(=O)NC2CCN(Cc3nnnn3C(C)(C)C)CC2)cc1OC
  -2%	-5%	-2%
Cc1cn2c(N)c(/C=C3\C=Nc4ccccc43)c(=O)nc2s1
  -22%	12%	-2%
O=C(Nc1cc(Cl)cc(Cl)c1)c1cnn2cccnc12
  -6%	-7%	0%
O=C(N/N=C/c1ccccn1)c1ccccc1
  18µM*	u	0%
CC1(C)CC(=O)C(C(=O)Cc2ccccc2[N+](=O)[O-])C(=O)C1
  -23%	2%	0%
Cc1cc2oc(=O)cc(CN3CCCC3)c2cc1Cl
  -27%	-25%	x
Cc1cc2nccc(-c3ccc(Cl)cc3Cl)n2n1
  u	u	x
CCOc1ccccc1OCc1nn2c(COc3ccccc3)nnc2s1
  13µM*	16µM*	5%
COc1ccc(C(=O)NCc2nnc(SCC(=O)Nc3ccccc3)n2-c2ccccc2)cc1
  -23%	u	9%
Cc1nc2ccc(Cl)cn2c1[N+](=O)[O-]
  0%	2%	x
Cc1cc(-c2[nH]nc3c2C(c2ccsc2)C(C#N)=C(N)O3)c(C)s1 (stereo not given)
  -28%	u	14%
COc1ccc(N(CC(=O)NCCC(C)C)C(=O)c2snc(C(=O)NC3CCCCC3)c2N)c(OC)c1
  u	-9%	5%
CC(O)C(=O)N/N=C/c1cccc(Cl)c1Cl (stereo not given)
  -14%	1%	3%
S=C(Nc1cc(Cl)ccc1Cl)Nn1cnnc1
  u	-12%	x
COc1ccc(C(=O)Oc2cccnc2)cc1OC
  u	0%	9%
CCCCCC(=O)Nc1c(-c2cccs2)c(=O)c2ccccc2n1C
  -13%	0%	7%
CCN(Cc1ccccc1)C(=O)COC(=O)[C@@H]1CCCN1C(=O)c1cccs1
  -21%	-23%	0%
O=c1c2c(-c3cccs3)csc2ncn1/N=C/c1ccccn1
  -15%	8%	x
O=C(COC(=O)C1=COCCO1)Nc1cc(S(=O)(=O)N2CCCCC2)ccc1Cl
  -12%	1%	5%
COc1ccc(-c2ccc(CN3C(CC(C)C)C(=O)N(Cc4cn(Cc5ccco5)nn4)CCS3(=O)=O)cc2)cc1OC (stereo not given)
  16µM*	u	x
O=C(Nc1ccc2ccccc2c1)N1CCN(c2ncccc2C(F)(F)F)CC1
  -17%	-9%	3%
COc1ccc(C(CNC(=O)C2COc3ccccc3O2)N2CCCC2)cc1 (stereo not given)
  -4%	-5%	3%
COc1ccccc1N1CCN(C(CNC(=O)C(=O)NCc2ccc(C)cc2)c2cccnc2)CC1 (stereo not given)
  2.1µM*	4.6µM*	0%
COC(=O)C1C2C=CC3(CN(CCc4ccccc4)C(=O)C13)O2 (stereo not given)
  -11%	-6%	-2%
CC(Oc1ccc(Cl)cc1Cl)C(=O)/C=C/N(C)C (stereo not given)
  -6%	13%	-3%

Part of the list above, reduced to TDP1 block.
smiles	TDP1 block
COc1ccc(CC(=O)NC2CCN(Cc3nnnn3C(C)(C)C)CC2)cc1OC	-2%
Cc1cn2c(N)c(/C=C3\C=Nc4ccccc43)c(=O)nc2s1	-2%
O=C(Nc1cc(Cl)cc(Cl)c1)c1cnn2cccnc12	0%
O=C(N/N=C/c1ccccn1)c1ccccc1	0%

(cont.)
Results follow in this order: TDP1 cell noCPT	TDP1 cell CPT	TDP1 block
Cc1ccc(-n2c([C@@H]3C[C@H]3c3ccccc3)n[nH]c2=S)cc1
  7%	5%	-3%
O=C(Nc1ccc(Cl)cc1)N1CCN(c2ncccn2)CC1
  4%	-12%	-4%
NC(=O)c1nn(-c2cccc(Cl)c2)c(=O)cc1O
  6%	-11%	4%
N#Cc1c(NC(=O)COC(=O)c2ccc(O)cc2O)sc2c1CCC2
  u	u	22µM*
O=C(NCCN1CCCCC1)c1ccc(I)cc1
  u	-14%&0%	4%
CN1CCC(=NNC(=O)CN(c2ccc([N+](=O)[O-])cc2)S(=O)(=O)c2ccccc2)CC1
  -9%	17%	x
Cc1ccc(-n2nnnc2SCc2nc3sc(C)c(C)c3c(=O)[nH]2)cc1
  u	u	2%
CCOc1ccccc1/C=N/n1c(C)nc2ccccc2c1=O
  4%	-3%	x
O=C(c1ccc(F)cc1)n1c(NCc2ccccc2)n[nH]c1=S
  1%	12%	6%
Brc1cccc(/C=N/Nc2nn[nH]n2)c1
  -25%	-17%	-3%
COc1ccc(C#Cc2cnc3c(c2)C(=O)N([C@H](C)CO)C[C@H](C)[C@@H](CN(C)C(=O)Nc2cccc(OC)c2)O3)cc1
  u	u	x
COc1ccc(C(=O)c2sc(Nc3ccccc3)nc2N)cc1
  u	u	3%&7%
COc1cccc(-n2c(CNC(=O)OC(C)(C)C)n[nH]c2=S)c1
  -13%	-8%	8%
Cc1ccc(C(=O)NCCN2CCCC2)cc1
  -4%	2%	-2%
CCc1nc2c(OCc3ccc(Cl)cc3)cccn2c1N(C=O)Cc1ccc(OC)cc1
  u	21µM*	x
CCCCOc1cccc(NC(=O)CSc2nccn2C)c1
  -19%	5%	2%
O=CNc1cc2c(cc1Br)-c1ccccc1C2O (stereo not given)
  -28%	-21%	x
C=CCn1c(SCC(=O)N(C(C)CC)C2CCS(=O)(=O)C2)nc2ccccc2c1=O (stereo not given)
  -14%	u	-8%
CN(C)c1ccc(/C=C/c2cc[n+](C)cc2)cc1
  5.2µM*	6.5µM*	2%
CC(NC(=O)COC(=O)c1cc2ccccc2cc1O)c1ccccc1 (stereo not given)
  -3%	6%	-2%
O=C(Nc1ccc2nc(SCC(=O)N3CCOCC3)sc2c1)c1cccc(Cl)c1
  18µM*	15µM*	-1%
COc1ccc(CN2CCNC(=O)C2CC(=O)NCCc2nc(C)c(C)s2)cc1C (stereo not given)
  9%	-11%	5%
O=C(OCCOCCN=C1NS(=O)(=O)c2ccccc21)c1ccccc1
  2%	-5%	8%
O=C(OCc1cc2ccccc2[nH]c1=O)C1CCCO1 (stereo not given)
  -20%	-10%	7%
CSc1nsc(SC)c1NC(=O)OCC1CCCO1 (stereo not given)
  -13%	-22%	1%
COc1ccc(S(=O)(=O)n2nc(-c3ccco3)nc2NCc2ccc(C(C)C)cc2)cc1
  23µM*	18µM*	3%
CCOC(=O)Nc1ccc2c(c1)N(C(=O)N(C)C)c1ccccc1CC2
  29µM*	u	-1%
CCCNC(=O)OCc1cccnc1Sc1ccc(C)cc1
  15µM*	u	-5%
COc1ccc(C(=O)CN(C(=O)c2ccc(Cl)cc2)N2C(=O)c3ccccc3C2=O)cc1
  -5%	-24%	2%
O=c1c2cc(Cl)ccc2nc(-c2ccc(Cl)c(Cl)c2)n1O
  5.2µM*	5.2µM*	x
O=C(OCC(=O)N1CCOCC1)c1cc(-c2ccccc2)nc2ccccc12
  2%	-7%	-2%
CCc1ccc(CNC(=O)C2CCN(c3nn4cc(-c5ccc(OC)cc5)nc4s3)CC2)cc1
  -26%	-20%	9%
CCCN(CC(=O)Nc1ccccc1OC)C(=O)CC1CCCC1
  u	u	1%
Cc1ccc(C(=O)O)cc1-c1ccc(/C=C2\SC(=O)N(CC(=O)Nc3ccccc3)C2=O)o1
  u	15%	40µM*
Cc1cccc2cc(C(c3nnnn3C(C)(C)C)N3CCN(C(=O)c4ccco4)CC3)c(=O)[nH]c12 (stereo not given)
  -4%	-9%	3%
CCCOc1ccc([N+](=O)[O-])cc1C1NC(=S)NC(c2ccccc2)=C1C(=O)OCC (stereo not given)
  21µM*	u	11%
COc1nc(OCCNS(=O)(=O)c2ccc(C)cc2)nc(N(C)C)n1
  3%	-9%	4%

Source: PubChem BioAssay
